# cardiac RTF act: cardiac RTF calcium sensitivity activators, primary screen, biochemical, IANBD-TnC fluorescence, EC20 calcium. Troponin I, cardiac muscle (Homo sapiens) + Troponin T, cardiac muscle (Homo sapiens) + …. IANBD-labeled TnC RTF fluorescence at EC20 calcium; 0% EC20 calcium, 100% full calcium. activation, % at 7.2 µM. 340,000 compounds, 0.24% hits;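 active = activation above the mean over all tested compounds plus 3 SD, cut at about 30% in these data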;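 also: rise in fluorescence read as greater calcium sensitivity of cardiac thin filaments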
# SR-BI uptake up: activators of SR-BI mediated DiI-HDL uptake, primary screen, ldlA[mSR-BI] CHO cells, DiI fluorescence; AID 504775, 2011; 3 h; 100 = double the neutral-control signal; 320,000 compounds, 0.096% hits; activation, % at 12.5 µM;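 active = mean replicate activation of at least 60% and every replicate at or above 60%; inconclusive = mean or all-replicate condition met, but not both; inactive = mean below 60% and not all replicates reaching 60%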;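 also: 0% = median plate neutral-control signal and 100% = twice that signal; values of inactives mirror those of a sister screen read the other way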
#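 Test system: SR-BI-overexpressing, LDLR-lacking CHO cells; Medium: Ham's F12 with 0.5% BSA, HEPES 25 mM, pH 7.4; Schedule: 3 h, 37 °C; Technique: bottom-read fluorescence, 550/595 nm.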
# MITF TRPM1 HTS: activators of MITF-driven TRPM1 promoter reporter, primary screen, cell-based, SK-MEL-5, luciferase, single point; activation, % at 12.5 µM; 300,000 compounds, 0.75% hits; SK-MEL-5 TRPM1-promoter luciferase, 24 h; % of positive control, neutral wells = 0;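 active = mean activation of at least 80% with every replicate also reaching 80%; inconclusive = mean reaches 80% but some replicate falls short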;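 also: 0% = neutral control wells and 100% = parthenolide positive control wells; values of inactives mirror those of a sister screen read the other way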
# Wnt act: Wnt/beta-catenin pathway activators, primary screen, cell-based, plate reader, single point; Wnt/beta-catenin reporter cell assay, activator; activation, % at 9.35 µM; 300,000 compounds, 1.2% hits; in the data active = activation above about 30%, passing the limit was not always enough; inconclusive = no clear call, values can overlap the other calls;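 also: 0% = neutral control wells and 100% = positive control wells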
# Rtt109 HAT inh: inhibitors of C. albicans Rtt109/Vps75 HAT, primary screen, biochemical, ThioGlo CoA-SH fluorescence, plate reader | Histone acetyltransferase RTT109 (Candida albicans (strain SC5314 / ATCC MYA-2876)), … | purified Rtt109/Vps75, 4 h | inhibition, % at 34.9 µM | 330,000 compounds, 0.16% hits;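 active = inhibition of at least 50% in every replicate; inconclusive = best replicate reaches 50% inhibition but some replicates fall short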
# Target sequence (Q5AAJ8 whole entry, looked up): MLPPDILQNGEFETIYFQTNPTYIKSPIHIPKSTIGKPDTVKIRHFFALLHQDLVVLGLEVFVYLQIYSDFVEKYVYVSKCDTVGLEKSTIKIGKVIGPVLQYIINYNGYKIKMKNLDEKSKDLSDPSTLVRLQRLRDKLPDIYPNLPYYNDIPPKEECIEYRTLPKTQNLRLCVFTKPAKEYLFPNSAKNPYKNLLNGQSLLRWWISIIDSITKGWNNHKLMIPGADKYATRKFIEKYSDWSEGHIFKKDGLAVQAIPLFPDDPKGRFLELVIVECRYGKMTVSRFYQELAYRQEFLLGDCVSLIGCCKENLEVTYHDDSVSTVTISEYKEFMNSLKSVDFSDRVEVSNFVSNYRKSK
# dFosB activator: activators of delta FosB homodimer, primary screen, biochemical, fluorescence polarization, TAMRA-CDK5 oligo, single point. Protein FosB (Mus musculus), P13346. purified delta FosB; percent of positive-control signal above neutral wells. activation, % at 25 µM. 340,000 compounds, 0.99% hits. AID 493131, 2011;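 active = mean activation above about 17%, with every replicate also reaching it, limit read from the data, passing the limit was not always enough; inconclusive = only one of the two conditions met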;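 also: fluorescence polarization rise as delta FosB binds a TAMRA Cdk5 AP-1 oligo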
# PvdQ acylase: P. aeruginosa PvdQ acylase inhibitors, primary screen, biochemical, fluorescence, plate reader and imaging, single point | PvdQ acylase [Pseudomonas aeruginosa LESB58] | purified PvdQ acylase | inhibition, % at 10 µM | 340,000 compounds, 0.063% hits | AID 488965, 2010; in the data active = inhibition above about 30%, passing the limit was not always enough; inconclusive = no clear call, values can overlap the other calls;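 also: 0% = vehicle neutral wells and 100% = reference inhibitor wells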
# HTR5A ag: HTR5A agonists in luminescence cell assay, primary screen, counter-screen for OPRM1-OPRD1 heterodimer agonist project, full-deck HTS; 5-hydroxytryptamine receptor 5A (Homo sapiens), P47898; cell-based; activation, % at 9.3 µM; 340,000 compounds, 0.61% hits; AID 504692, 2011; in the data active = activation mostly above about 9.5%, no sharp cut-off; inactive = mostly below about 7.6%;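 also: 0% = cells with vehicle only and 100% = reference agonist; strong numbers were not always called active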
# CDK5 p35 inh: inhibitors of human CDK5/p35 kinase, primary screen, biochemical, single concentration | Cyclin-dependent kinase 5 (Homo sapiens) + Cyclin-dependent kinase 5 activator 1 (Homo … | Recombinant CDK5/p35, ADP-Glo luminescence, 60 min | inhibition, % at 10 µM | 330,000 compounds, 0.01% hits;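 active = highest replicate inhibition of at least 50% and at least 75% of replicates reaching 50%; inconclusive = only one of the two criteria met; inactive = both criteria failed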;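 also: plate controls were DMSO neutral control for no effect and GW8510 at 10 µM for full effect; many of its hits are not listed in these tables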
# Target sequence (Q00535 whole entry, looked up): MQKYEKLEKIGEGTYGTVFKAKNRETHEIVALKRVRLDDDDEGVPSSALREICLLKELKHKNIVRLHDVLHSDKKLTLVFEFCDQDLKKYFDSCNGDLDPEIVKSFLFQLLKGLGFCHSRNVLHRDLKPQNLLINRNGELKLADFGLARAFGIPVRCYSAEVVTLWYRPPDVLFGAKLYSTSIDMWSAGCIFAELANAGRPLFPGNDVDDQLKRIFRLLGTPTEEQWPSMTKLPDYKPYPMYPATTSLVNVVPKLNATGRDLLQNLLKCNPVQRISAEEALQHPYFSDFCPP
# Target sequence (Q15078 whole entry, looked up): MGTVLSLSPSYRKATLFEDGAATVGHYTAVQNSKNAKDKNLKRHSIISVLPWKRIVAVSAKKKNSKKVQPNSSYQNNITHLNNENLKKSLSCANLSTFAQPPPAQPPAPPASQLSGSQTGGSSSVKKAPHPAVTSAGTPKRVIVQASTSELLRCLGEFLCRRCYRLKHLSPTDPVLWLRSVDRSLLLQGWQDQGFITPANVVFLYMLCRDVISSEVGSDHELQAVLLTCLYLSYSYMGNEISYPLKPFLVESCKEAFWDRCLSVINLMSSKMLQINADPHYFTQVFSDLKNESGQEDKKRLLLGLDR
# SR-BI HDL uptake: inhibitors of SR-BI mediated HDL lipid uptake, primary screen, ldlA[mSR-BI] cells, fluorescence, single point; Scavenger receptor class B member 1 (Mus musculus), Q61009; ldlA[mSR-BI] CHO cells, DiI-HDL uptake fluorescence, 3 h; inhibition, % at 12.5 µM; 320,000 compounds, 0.96% hits;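 active = mean replicate inhibition of at least 70% and a set share of replicates each scoring 70 or more; inconclusive = meets just one of the two criteria; inactive = fails both criteria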;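 also: 0% = median of neutral control wells and 100% = median of positive control wells; values of inactives mirror those of a sister screen read the other way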
# * marks the source's active call; other numbers are inactive results; ? = inconclusive; nt = not tested or not shown.
SMILES,cardiac RTF act,SR-BI uptake up,MITF TRPM1 HTS,Wnt act,Rtt109 HAT inh,dFosB activator,PvdQ acylase,HTR5A ag,CDK5 p35 inh,SR-BI HDL uptake
CCN(C(=O)C(C)OC(=O)c1nn(-c2ccccc2C(F)(F)F)cc1O)c1ccccc1 (configuration not stated),-0.9,3.0,-6.4,0.2,0.9,-15.9,-14.5,-2.3,-2.9,-3.0
O=C(CCN1C(=O)c2ccccc2S1(=O)=O)NCc1ccccc1Cl,0.3,21.4,7.7,-5.5,-1.7,-6.7,-13.1,-3.4,2.8,-21.4
CC(=O)Nc1ccccc1P(=O)(c1ccccc1)c1ccccc1OC(C)=O (configuration not stated),-3.6,-10.6,nt,0.3,-6.0,2.8,3.4,-1.1,4.3,10.6
COc1ccccc1CC(=O)Nc1cccc(F)c1,2.4,-1.6,15.8,0.6,-1.2,-0.7,-9.4,-2.3,-7.2,1.6
CCn1c(C)[n+](Cc2ccccc2)c2ccc(C(=O)OC)cc21,12.8,15.1,1.3,-2.8,-6.7,-6.7,4.7,4.0,0.8,-15.1
CC(N=C1CC(C)(C)CC(=O)/C1=C(/O)CCCN1C(=O)c2ccccc2C1=O)C(=O)O (configuration not stated),6.5,9.2,4.0,-14.2,5.4,4.2,-14.4,0.0,0.8,-9.2
COc1ccc(NC(=O)CN2C(=O)COc3ccc(C)cc32)cc1,-3.4,-16.7,-4.9,-0.8,1.1,-9.6,-6.7,-3.1,-0.6,16.7
CCNS(=O)(=O)c1ccc(CCC(=O)Nc2ccccc2C(=O)OC)cc1,0.5,-19.3,-5.5,nt,-13.6,3.3,-2.5,2.3,-2.1,19.3
COc1ccc2nc(NC(=O)C3CCN(S(=O)(=O)c4cccnc4)CC3)sc2c1,0.1,-16.4,-18.2,-2.8,-0.1,-3.2,16.0,9.7,1.1,16.4
COc1ccc(Cl)cc1NC(=O)CN(C)C(C)C(=O)NC(=O)NC1CCCCC1 (configuration not stated),-4.3,-28.0,2.4,-3.0,1.7,-6.0,-13.8,-5.7,-0.7,28.0
O=C(CN1C(=O)C2C3C=CC(C4CC34)C2C1=O)OCC(=O)c1ccccc1 (configuration not stated),2.3,4.5,1.0,nt,1.0,2.0,3.0,-0.3,0.8,-4.5
CCCC(=O)C1=C(N(C)c2ccccc2)CC(C)(C)CC1=O,-1.1,25.2,4.3,0.6,3.8,-0.8,8.6,5.7,-1.4,-25.2
COC(=O)Nc1ccc(S(=O)(=O)N2CCC(Cc3ccccc3)CC2)cc1,3.0,18.9,-1.4,-2.6,-4.0,-6.6,12.8,10.7,-0.2,-18.9
O=c1c2cnn(-c3ccccc3)c2nc(-c2cccs2)n1-c1ccc(Cl)cc1,7.0,-11.6,2.7,nt,-1.6,-5.0,1.1,1.1,2.0,11.6
CCS(=O)c1ccccc1C(=O)OCC(=O)N1CCC(c2ccccc2)=N1 (configuration not stated),0.1,-8.7,-2.6,7.4,-2.8,-6.5,-10.9,-0.4,-0.1,8.7
O=C(Nc1ccc(Br)cc1)C1CC(O)CN1C(=O)Oc1ccccc1 (configuration not stated),5.0,-1.0,4.8,1.3,-2.3,-9.0,7.3,11.6,0.0,1.0
COc1ccc2nc(N(CCN(C)C)C(=O)/C=C/c3cccs3)sc2c1,0.8,-34.4,-16.2,-0.7,-3.6,42.1*,-11.1,0.2,2.5,34.4
CC(C)N(C(=O)CSc1nnnn1C1CCCC1)C(C)C,-5.5,17.0,3.1,-0.5,48.9,-3.6,9.0,-1.8,-2.0,-17.0
CCCCCOc1ccccc1C(=O)NCCC(=O)O,2.4,11.2,-2.2,nt,-16.2,0.5,-6.3,-5.0,1.0,-11.2
CCC(OC(=O)c1nsc(Cl)c1Cl)C(=O)NCCc1ccccc1 (configuration not stated),-3.4,11.2,4.5,-3.8,-3.0,-5.9,6.2,2.7,0.8,-11.2
COc1ccc(/C=C/C(=O)c2cc(Cl)cc(Cl)c2O)c(OC)c1,1.5,nt,21.2,3.1,-5.2,-12.2,-6.0,8.4,1.2,nt
CCOc1ccc(C(=O)Nc2c3c(nn2-c2cccc(Cl)c2)CS(=O)C3)cc1 (configuration not stated),-3.2,-25.6,3.9,nt,-1.0,-7.2,-11.1,3.0,-0.4,25.6
Cc1ccc(/C=C/C(=O)Nc2ccc([N+](=O)[O-])c(NC(=O)/C=C/c3ccc(C)o3)c2)o1,2.4,-70.2,1.6,nt,0.3,-5.0,1.3,7.9,1.1,?
CCn1c(C)cc(C(=O)CSc2nnc(-c3ccco3)o2)c1C,0.0,nt,31.2,-9.6,7.3,6.7,-3.8,-6.1,-0.8,-31.9
CC(C)[C@H](NS(=O)(=O)c1ccc2c(c1)OCCO2)C(=O)OCC(=O)Nc1cc(Cl)ccc1Cl,7.1,-11.0,3.6,nt,8.2,-4.5,-6.0,3.1,-0.8,11.0
CC(=O)N1CCc2cc(S(=O)(=O)CCC(=O)Nc3ccc(Cl)cc3F)ccc21,-3.4,4.0,23.2,-3.7,-9.5,2.8,-4.3,-1.5,0.9,-4.0
COc1cccc(N/C=C/C(=O)c2ccc(C)cc2)c1,0.8,0.4,30.6,14.2,7.4,3.4,-7.5,0.6,2.4,-0.4
CCOC(=O)c1cc2c(=O)n3ccccc3nc2n(Cc2ccco2)c1=NC(=O)c1ccccc1OC,12.1,-20.2,15.7,-1.3,-199.8,-19.9,7.2,1.0,1.6,20.2
Cc1ccc(N(CC(=O)NC2CCCCC2)C(=O)CNC(=O)c2ccco2)cc1C,-1.6,9.4,-2.8,-0.4,5.6,-1.2,-10.7,-8.4,0.6,-9.4
COc1ccc(CC(=S)NCCc2ccccc2)cc1,1.8,nt,17.8,-1.2,-3.0,-0.3,-13.2,5.7,1.0,nt

# The last three entries of the section before are carried over, then new ones follow:
SMILES,cardiac RTF act,SR-BI uptake up,MITF TRPM1 HTS,Wnt act,Rtt109 HAT inh,dFosB activator,PvdQ acylase,HTR5A ag,CDK5 p35 inh,SR-BI HDL uptake
CCOC(=O)c1cc2c(=O)n3ccccc3nc2n(Cc2ccco2)c1=NC(=O)c1ccccc1OC,12.1,-20.2,15.7,-1.3,-199.8,-19.9,7.2,1.0,1.6,20.2
Cc1ccc(N(CC(=O)NC2CCCCC2)C(=O)CNC(=O)c2ccco2)cc1C,-1.6,9.4,-2.8,-0.4,5.6,-1.2,-10.7,-8.4,0.6,-9.4
COc1ccc(CC(=S)NCCc2ccccc2)cc1,1.8,nt,17.8,-1.2,-3.0,-0.3,-13.2,5.7,1.0,nt
COc1cc(/C=N/Nc2ncc(C(F)(F)F)cc2Cl)cc(OC)c1OC,-3.2,-62.5,0.0,-9.2,nt,-2.8,5.1,3.8,0.7,62.5
Cc1ccccc1-n1c(SCc2cccc(F)c2)nc2[nH]ncc2c1=O,4.9,-20.2,7.3,nt,10.1,-18.2,-23.2,14.0*,1.9,20.2
O=C(NCC1CCCN1S(=O)(=O)c1cccs1)C(=O)Nc1ccc(F)cc1F (configuration not stated),-2.8,13.7,10.6,0.7,11.1,-3.9,1.8,-0.3,0.2,-13.7
O=C(O)CNC(=O)C1(N2C(=O)c3ccccc3C2=O)CCCC1,2.4,-10.3,0.3,-2.3,1.3,-2.4,-14.1,-0.2,-0.8,10.3
CC(=O)c1ccc(NC(=O)Nc2ccccc2)cc1,-1.3,-12.2,43.1,nt,2.8,-6.7,0.8,-2.4,1.4,12.2
O=C1/C(=C/c2cccnc2)Oc2cc(OS(=O)(=O)c3ccc(Cl)cc3)ccc21,0.9,8.8,-2.5,nt,-8.8,-9.4,-13.4,0.8,-3.6,-8.8
CCCOc1ccc(C2(C(=O)O)CCCC2)cc1,0.5,14.4,nt,-2.3,nt,3.0,-16.4,-3.6,-0.6,-14.4
CC(C)CCNC(=O)CSc1nnc(-c2ccc(S(=O)(=O)N3CCCC3)cc2)n1C,5.0,5.5,0.7,nt,-7.6,-5.3,-12.8,3.2,0.0,-5.5
CCN(CC)S(=O)(=O)c1ccc2oc(C(=O)N3CCOCC3)c(C)c2c1,9.2,35.3,nt,-2.0,2.8,-3.3,-0.5,-2.3,-0.1,-35.3
COc1ccccc1C(CNC(=O)c1ccc(S(=O)(=O)N2CCCCC2)cc1)N(C)C (configuration not stated),-1.1,7.8,15.6,0.3,-17.8,-0.2,-4.7,0.9,-1.9,-7.8
O=C(CSc1nnc(-c2ccccc2Cl)o1)N1CCOCC1,0.1,nt,74.0,18.5,5.5,-3.3,-17.3,0.9,-0.4,nt
Cc1ccc(S(=O)(=O)N2CCCCC2)cc1C(=O)Nc1ccccn1,1.7,7.8,-4.9,2.6,-4.3,-5.4,3.3,-2.3,-1.1,-7.8
CC1CC(C)CN(S(=O)(=O)c2ccccc2[N+](=O)[O-])C1 (configuration not stated),-9.4,21.0,-12.5,nt,2.4,-1.8,-10.3,2.1,-0.9,-21.0
CCOc1ccccc1N(C(=O)c1snc(C(N)=O)c1N)C(C(=O)NC1CCCC1)c1cccs1 (configuration not stated),-1.5,5.2,2.4,-3.9,9.8,4.6,-13.8,-4.4,2.5,-5.2
CC(C)COP(=O)(CNC(=O)CN1C(=O)c2ccccc2S1(=O)=O)OCC(C)C,0.9,4.1,3.3,nt,0.2,-0.7,-10.4,2.8,-2.5,-4.1
C=CCN1CN(S(=O)(=O)c2cccs2)c2nc3ccccc3nc21,5.6,7.1,-14.6,nt,1.7,-1.8,-11.6,5.6,-0.3,-7.1
O=C(NCCc1ccccc1)C1CCC(CNS(=O)(=O)c2cccs2)CC1 (configuration not stated),-1.2,-17.4,-8.2,-1.8,0.3,1.6,-6.4,3.1,1.4,17.4
CN1CCCC(CN2c3ccccc3Sc3ccccc32)C1 (configuration not stated),-5.2,13.3,23.4,-2.0,8.2,5.2,12.4,4.2,-2.0,-13.3
Cc1cccc(C2NC(c3cccc(C)c3)C([N+](=O)[O-])C(C)(C)C2[N+](=O)[O-])c1 (configuration not stated),1.8,-1.9,-5.4,nt,3.5,1.6,-4.2,1.6,-0.4,1.9
Cc1ccc(SCC(=O)NC(=O)NCc2ccco2)c(C)c1,-4.5,13.8,-10.7,-3.3,0.1,-3.6,-7.7,4.7,0.0,-13.8

# Bioassay records from PubChem BioAssay.
